Bioassay records (PubChem BioAssay)
Pf apPOL inh – Pf-apPOL DNA polymerase inhibition | Recombinant Pf-apPOL, molecular beacon fluorescence, 1.5 h | inhibition, % at 10 µM | 210,000 compounds, 0.25% hits | AID 1794808
mHTT-CaM PPI inh – inhibitors of human mutant huntingtin-calmodulin interaction; P42858; AlphaScreen His-mHTT/GST-CaM binding, luminescence; inhibition, % at 15 µM; 190,000 compounds, 3.6% hits;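 also: 0% = both proteins with DMSO and 100% = one protein alone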
Target sequence (P42858 whole entry, looked up, stated change not applied): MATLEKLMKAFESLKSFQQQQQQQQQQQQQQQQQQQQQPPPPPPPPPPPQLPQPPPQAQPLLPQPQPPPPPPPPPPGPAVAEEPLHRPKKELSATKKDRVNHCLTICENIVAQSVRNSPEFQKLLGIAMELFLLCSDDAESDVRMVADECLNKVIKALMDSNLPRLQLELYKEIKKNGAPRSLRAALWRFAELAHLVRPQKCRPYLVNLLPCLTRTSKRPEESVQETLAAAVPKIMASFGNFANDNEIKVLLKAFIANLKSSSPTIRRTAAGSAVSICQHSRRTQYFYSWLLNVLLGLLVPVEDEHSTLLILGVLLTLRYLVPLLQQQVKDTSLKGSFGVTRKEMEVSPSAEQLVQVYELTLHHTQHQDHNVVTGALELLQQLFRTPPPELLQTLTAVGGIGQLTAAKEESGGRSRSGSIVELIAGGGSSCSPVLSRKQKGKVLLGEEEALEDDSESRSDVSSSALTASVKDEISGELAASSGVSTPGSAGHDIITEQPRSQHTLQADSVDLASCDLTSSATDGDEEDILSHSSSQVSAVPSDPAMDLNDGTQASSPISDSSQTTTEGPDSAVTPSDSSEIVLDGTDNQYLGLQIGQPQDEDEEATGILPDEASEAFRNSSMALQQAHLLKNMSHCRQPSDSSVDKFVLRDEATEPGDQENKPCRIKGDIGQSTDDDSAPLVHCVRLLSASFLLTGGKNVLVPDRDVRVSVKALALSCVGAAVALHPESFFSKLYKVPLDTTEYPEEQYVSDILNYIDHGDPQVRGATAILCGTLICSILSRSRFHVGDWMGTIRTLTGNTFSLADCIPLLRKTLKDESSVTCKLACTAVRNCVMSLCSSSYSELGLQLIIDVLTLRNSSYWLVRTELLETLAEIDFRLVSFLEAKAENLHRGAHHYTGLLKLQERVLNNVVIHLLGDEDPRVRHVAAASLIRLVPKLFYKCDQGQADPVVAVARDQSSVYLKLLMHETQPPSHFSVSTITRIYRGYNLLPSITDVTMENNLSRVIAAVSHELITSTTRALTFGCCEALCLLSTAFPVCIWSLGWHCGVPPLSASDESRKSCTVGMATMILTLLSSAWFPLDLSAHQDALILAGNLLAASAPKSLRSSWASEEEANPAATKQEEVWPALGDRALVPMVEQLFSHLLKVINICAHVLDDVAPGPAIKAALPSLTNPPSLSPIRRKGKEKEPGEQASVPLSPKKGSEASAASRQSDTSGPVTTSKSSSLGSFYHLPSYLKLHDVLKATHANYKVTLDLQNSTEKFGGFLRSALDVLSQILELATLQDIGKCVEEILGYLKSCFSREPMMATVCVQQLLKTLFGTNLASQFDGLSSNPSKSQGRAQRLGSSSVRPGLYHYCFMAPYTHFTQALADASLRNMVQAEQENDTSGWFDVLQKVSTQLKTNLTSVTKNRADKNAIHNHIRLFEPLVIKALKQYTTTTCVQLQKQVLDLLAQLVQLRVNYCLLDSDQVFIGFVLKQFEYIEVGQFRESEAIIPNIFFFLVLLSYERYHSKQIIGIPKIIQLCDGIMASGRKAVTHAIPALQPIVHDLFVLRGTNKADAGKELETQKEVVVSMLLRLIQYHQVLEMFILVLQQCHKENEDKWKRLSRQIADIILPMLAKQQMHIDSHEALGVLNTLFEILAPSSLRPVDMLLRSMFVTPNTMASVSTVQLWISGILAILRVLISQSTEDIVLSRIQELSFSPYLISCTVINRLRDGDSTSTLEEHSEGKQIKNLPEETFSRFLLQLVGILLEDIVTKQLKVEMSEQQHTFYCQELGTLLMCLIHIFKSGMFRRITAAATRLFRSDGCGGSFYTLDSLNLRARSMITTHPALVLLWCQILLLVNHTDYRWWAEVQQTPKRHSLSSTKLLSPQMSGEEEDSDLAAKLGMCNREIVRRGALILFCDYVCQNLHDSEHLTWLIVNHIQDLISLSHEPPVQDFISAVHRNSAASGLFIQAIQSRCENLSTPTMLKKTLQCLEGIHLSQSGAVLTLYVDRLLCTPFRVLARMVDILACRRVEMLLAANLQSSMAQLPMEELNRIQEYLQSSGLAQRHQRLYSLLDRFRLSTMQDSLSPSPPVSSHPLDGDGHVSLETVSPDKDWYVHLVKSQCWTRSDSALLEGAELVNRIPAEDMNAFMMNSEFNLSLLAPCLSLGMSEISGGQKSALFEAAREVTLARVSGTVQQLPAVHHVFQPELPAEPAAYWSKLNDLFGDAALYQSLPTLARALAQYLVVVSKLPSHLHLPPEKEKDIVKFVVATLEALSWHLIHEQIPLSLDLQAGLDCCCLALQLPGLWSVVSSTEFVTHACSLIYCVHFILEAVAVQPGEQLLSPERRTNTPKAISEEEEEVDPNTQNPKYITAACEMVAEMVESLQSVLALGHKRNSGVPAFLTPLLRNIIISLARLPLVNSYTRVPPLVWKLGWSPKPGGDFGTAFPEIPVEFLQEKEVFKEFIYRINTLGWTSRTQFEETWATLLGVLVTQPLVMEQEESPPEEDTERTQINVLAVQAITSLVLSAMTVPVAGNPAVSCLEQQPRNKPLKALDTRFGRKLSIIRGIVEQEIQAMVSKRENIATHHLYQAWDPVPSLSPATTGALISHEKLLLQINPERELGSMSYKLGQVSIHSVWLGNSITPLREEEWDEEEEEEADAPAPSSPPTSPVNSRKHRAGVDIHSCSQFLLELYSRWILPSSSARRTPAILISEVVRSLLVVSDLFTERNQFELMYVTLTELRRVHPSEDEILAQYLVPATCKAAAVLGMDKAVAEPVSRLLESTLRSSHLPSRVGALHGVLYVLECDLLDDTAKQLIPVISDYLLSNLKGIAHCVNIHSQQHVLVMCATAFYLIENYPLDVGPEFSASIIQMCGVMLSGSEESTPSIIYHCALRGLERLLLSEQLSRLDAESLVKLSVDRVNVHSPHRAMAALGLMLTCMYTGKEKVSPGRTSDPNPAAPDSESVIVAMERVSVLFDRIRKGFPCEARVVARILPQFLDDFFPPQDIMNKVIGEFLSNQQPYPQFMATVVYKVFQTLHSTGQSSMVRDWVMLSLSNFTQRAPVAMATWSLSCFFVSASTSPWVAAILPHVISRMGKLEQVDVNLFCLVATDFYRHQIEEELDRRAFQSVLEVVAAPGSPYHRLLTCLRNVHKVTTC
An asterisk follows results filed as active; · = no result given; & = joins results of further samples. Rule as the data show it: active = inhibition above about 50%; inactive = the rest. Random draw from the library; overall some 3.5% were active at least once.

SMILES	Pf apPOL inh	mHTT-CaM PPI inh
CCCCC(=O)c1ccc(OCC)cc1	-2	-12
O=C(NCCn1nc(-c2cccs2)ccc1=O)c1cnn(-c2ccccc2)n1	-8	-21
Cc1cc(C)c(S(=O)(=O)Nc2ccc3c(c2)CCC(=O)N3)c(C)c1	0	8
Cc1noc(C2(NS(=O)(=O)c3ccc(C#N)cc3)CCCCC2)n1	-2	-15
O=C(COc1ccccc1Cl)Nc1ccc(S(=O)(=O)N2CCc3ccccc32)cc1	18	30
CCNC(=O)c1cc(S(=O)(=O)N2CCOCC2)ccc1Cl	-10	0
CCCSc1nc(O)cc(=O)n1-c1ccccc1	-2	6
O=C1OC(c2ccccc2)=N/C1=C\c1c(F)cccc1Cl	1	1
Cc1ccc(-n2c(N3CCC(C(=O)NC4CC4)CC3)nc3ccsc3c2=O)cc1	-2	-6
CCc1cc2c(=O)c(-c3ccc4c(c3)OCCO4)c(C)oc2cc1OCC(=O)OC(C)C	-2	1
CCCc1cc(C2CCCN2C(=O)NCc2ccc(F)cc2)no1 (stereo unspecified)	-6	0
N#CC(Cc1ccccc1)Sc1ccccc1 (stereo unspecified)	-7	·
CSc1c(NC(=O)C=CC(=O)O)cccc1C(F)(F)F	-2	·
COc1ccc(C2N3CC4([N+](=O)[O-])CN2CC([N+](=O)[O-])(C3)C4(C)C)cc1 (stereo unspecified)	-84	3
O=C(C=Cc1ccccc1)NC(=S)Nc1cc(C(F)(F)F)cc(C(F)(F)F)c1	-3	·
O=C(CSCCc1ccccn1)Nc1ccccc1Br	0	-5
CNC(=O)Cc1csc(NC(=O)Cn2c(-c3cnccn3)nc3ccccc32)n1	-2	-1
O=C(NC1CC(=O)N(Cc2ccccc2)C1)c1ccccc1 (stereo unspecified)	-4	-11
CCn1ccc2sc(C)c(C(=O)N3CCN(c4ccccc4OC)CC3)c2c1=O	-2	20
O=S(=O)(Nc1ccc2c(c1)OCCO2)c1ccc2nc(-c3ccccc3)[nH]c2c1	4	19
COc1cccc(CNC(=O)C(=O)Nc2ccc(C(C)C)cc2)c1	-1	-6
Cc1nn(C)cc1CN1CCCC(c2nncn2Cc2ccccc2)C1 (stereo unspecified)	2	3
CN1C(=O)CC(N2CCN(C(c3ccccc3)c3ccccc3)CC2)C1=O (stereo unspecified)	0	17
COc1ccc(/C=C/C(=O)Nc2c3c(nn2-c2ccc(C)cc2C)CSC3)cc1OC	-15	32
O=C(CCCCCN1C(=O)c2ccccc2C1=O)Nc1ncn[nH]1	1	0

The closing 2 compounds of the section above lead into the next.
SMILES	Pf apPOL inh	mHTT-CaM PPI inh
COc1ccc(/C=C/C(=O)Nc2c3c(nn2-c2ccc(C)cc2C)CSC3)cc1OC	-15	32
O=C(CCCCCN1C(=O)c2ccccc2C1=O)Nc1ncn[nH]1	1	0
CC1(C)CC2CC(C)(CN2c2ccc(N3C(=O)CCCC3=O)cc2[N+](=O)[O-])C1 (stereo unspecified)	-20	12
O=C(NC1CCCCCC1)C1CCN(Cc2ccccc2)CC1	-2	3
CC1(C)CC(CCNC(=O)c2ccccc2C(=O)O)(Cc2ccccc2)CCO1 (stereo unspecified)	-10	-6
O=C(C1CCN(c2nc3ccc(-c4cccc(F)c4)nc3s2)CC1)N1CCOCC1	-3	1
CC(C)c1ccccc1NC(=O)c1ccccc1C(=O)Nc1ccccc1C(C)C	2	1
C=CCSc1nc(O)c(Cc2ccccc2)c(=O)[nH]1	0	2
COc1ccc(OC)c(N2C(=O)C3C4C=CC(CC4)C3C2=O)c1 (stereo unspecified)	3	0
COc1cc2ccnc(CCCN)c2cc1OC	-6	2
O=C(COc1ccc(Br)cc1Cl)NCc1ccc(F)cc1	-8	-11
CC(C)NC(=O)c1ccccc1NS(=O)(=O)c1ccc(F)cc1	-6	0
COc1ccc(-n2c(SCC(=O)c3ccc(Cl)cc3)nc3ccccc3c2=O)cc1	8	2
CCCC(=O)N1CCCN(C2=NS(=O)(=O)C(c3ccccc3)=C2C)CC1	-1	-14
Cc1ccnc(N2CCCC(C(=O)NCC3CCN(CCc4ccc(F)cc4)CC3)C2)n1 (stereo unspecified)	-3	3
CCCN1CCN(C(=O)C2CCc3sc(C(=O)N4CCCCC4)cc3C2)CC1 (stereo unspecified)	-7	7
O=C(CSc1cn(Cc2ccccc2Cl)c2ccccc12)NCc1ccco1	-6	42
CCOC(=O)CCC(=O)NCC1CN(c2ccc(F)cc2)C(=O)O1 (stereo unspecified)	4	-8
O=C(C1CCN(c2ccc(N3CCCCC3)nn2)CC1)N1CCN(c2ccccc2)CC1	-5	0
COc1ccc(NC(=O)COc2ccc3c(=O)c(-c4ccc(F)cc4)coc3c2)cc1	-2	0
c1ccc(CCN2CCN(c3ncnc4c3cnn4-c3ccccc3)CC2)cc1	0	-6
COc1ccc(C)cc1NC(=O)N1CCc2c(c(COCc3ccc(C)cc3)nn2C)C1	-4	-4
Cc1ccc(NC(=O)C=NC(=O)Nc2ccc(C)cc2)cc1	30	-1
COc1cc(C2C3=C(Nc4c2c(=O)[nH]c(=O)n4C)c2ccccc2C3=O)ccc1O (stereo unspecified)	-2	10
COc1cc(C2Nc3ccccc3S2)cc(OC)c1OC (stereo unspecified)	14&3	·
COc1ccc(CSc2nnc(-c3ccc(OC)cc3)o2)cc1	-6	-18
CC(C)(C)C1CCC2(CC1)NC(=O)N(CC(=O)Nc1ccc(F)cc1F)C2=O (stereo unspecified)	-5	2
Cc1cc(Cl)ccc1S(=O)(=O)N1CCC(c2noc(-c3cccc(F)c3)n2)CC1	-4	-2
Cc1noc(C)c1CC(=O)N1CC2CC(NC(=O)c3cccs3)C1C2 (stereo unspecified)	3	-9
O=C(CN1C(=O)/C(=C/c2ccccc2)Sc2ccccc21)NCCc1ccc(Cl)cc1	-4	-3
OC[C@@H]1[C@@H](c2ccc(F)cc2)C(c2ccccc2)=NN1c1ccccc1	-4	89*
Cc1nc2sccn2c(=O)c1NC(=O)Cc1ccc(F)cc1	2	-3
Cn1cc(C(=O)N2CCCC2)cc(NC(=O)c2cc(Cl)ccc2Cl)c1=O	0	-2
CCOc1ccc(C(=O)Nc2c3c(nn2-c2ccccc2)CSC3)cc1	-2	-7
Cc1cc2ccccc2n1CCNS(=O)(=O)c1ccc(Cl)cc1	-3	22
COc1cccc(COc2coc(C(=O)N3CCN(c4ccccc4F)CC3)cc2=O)c1	-7	-1
O=C(NC1CC1)c1cccc(OCC2CCCN(C(=O)c3cccc(F)c3)C2)c1 (stereo unspecified)	-1	-1
COC(=O)CNC(=O)N1CCc2c(nc3cc(-c4ccccc4Cl)[nH]n3c2=O)C1	6	2
Cc1sc2c(=O)n(C3CC3)cnc2c1C(=O)NCc1ccc(F)cc1Cl	-1	12
O=C(NCCN1CCCCC1)c1cn2c(n1)COCC2	-12	-2
O=C(Nn1cnc2c(cnn2-c2ccc(F)cc2)c1=O)c1ccccc1C(F)(F)F	-3	10
CSc1ccc(Cl)c(C(=O)Nc2ccc(Br)cn2)c1	-2	4
Cc1cc(C)c(S(=O)(=O)N2CCOCC2)c(C)c1	-17	-7
CCOC(=O)c1nn(-c2ccccc2Cl)cc(Sc2nnc(C(F)(F)F)n2C)c1=O	0	·
COc1cccc(C2CC(c3cccc(Cl)c3)n3ncnc3N2)c1 (stereo unspecified)	1	5
CCCS(=O)(=O)N1CCN(c2cccc(Cl)c2)CC1	-2	-4
CC1CCCCC1NC(=O)C1CCN(S(=O)(=O)N2CCCC2)CC1 (stereo unspecified)	-12	1
CN(C)C(=O)CCN1C(=O)CSC1c1ccc(F)cc1F (stereo unspecified)	-4	1
CCN1CCN(C(=O)C2CCN(c3nc4ccc(-c5ccccc5)nc4s3)CC2)CC1	-7	24
Cc1ccc(-c2cc(C(=O)Nc3nn[nH]n3)c3ccccc3n2)cc1	1	2
CCCCN1CN(c2ccc(C)cc2)c2ncccc2S1(=O)=O	-1	-48
COc1cccc(C2=NOC(C(=O)N3CCN(c4ccc(F)cc4)CC3)C2)c1OC (stereo unspecified)	-4	-2

Of the compounds above, 2 contain a cyano group:
SMILES	Pf apPOL inh	mHTT-CaM PPI inh
Cc1noc(C2(NS(=O)(=O)c3ccc(C#N)cc3)CCCCC2)n1	-2	-15
N#CC(Cc1ccccc1)Sc1ccccc1 (stereo unspecified)	-7	·

Next compounds:
SMILES	Pf apPOL inh	mHTT-CaM PPI inh
Cc1ccccc1Cn1cc(NC(=O)c2cc3ccccc3oc2=O)cn1	7	-1
O=C(NCCc1ccc(F)cc1)c1nnn(-c2ccccc2)c1CSc1ncccn1	-80	-11
C[C@H](NC[C@H](O)CP(=O)(O)Cc1ccccc1)c1ccc(Cl)c(Cl)c1	-2	·
CCN1CCN(C(C(=O)NC2CCCC2)c2cc3c(cc2[N+](=O)[O-])OCO3)CC1 (stereo unspecified)	-1	3
Cc1cccc(-n2nc(NC(=O)COc3ccccc3)cc2C)c1	0	5
CCCCC[C@@H](C)N1C[C@H](COCc2ccccc2)Oc2cc(N3CC[C@@H](O)C3)ccc2S1(=O)=O	-8	58*
CC(C)CNC(=O)c1cncc(-c2ccc(F)cc2)c1	-4	-4
CCc1nnc(-c2ccc(NC(=O)COc3ccccc3F)cc2)o1	10	-6
CC(=O)NCCc1csc(C2CCCN(C(=O)Cc3ccc(F)cc3)C2)n1 (stereo unspecified)	-2	-1
C=CCSc1nc2ccc(OCC)cc2[nH]1	1&-4	0&0
COc1ccc(CN2[C@@H](CC(C)=O)c3cc(C(F)(F)F)ccc3S2(=O)=O)cc1	-6	-16
COc1ccc(-c2ncccc2CNC(=O)c2ccc(Br)cc2)cc1	-9	1
Cc1cccc(CN2CCN(C3CN(Cc4cn(Cc5cc(C)cc(C)c5)nn4)S(=O)(=O)C3)CC2)c1 (stereo unspecified)	1	30
O=C(NCc1ccccc1)OCCN1C(=O)CCC12CCCCC2	-1	-2
CC1=C(C(=O)Nc2ccccc2)C(c2cccnc2)n2ncnc2N1 (stereo unspecified)	0	1
COCCNC(=O)c1nn2c(C(F)(F)F)cc(-c3ccc(OC)c(OC)c3)nc2c1Cl	-1	23
CC(C)Cc1csc(NC(=O)C(C)C)c1C(=O)O	-4	0
Clc1ccc(OCCOCCN2CCCC2)c(Br)c1	-2	1
COc1cccc(C2=CC(c3c(F)cccc3Cl)n3nnnc3N2)c1 (stereo unspecified)	-20	10
Cc1cccc(C2CCCN2C(=O)c2cc(C3CC3)on2)c1 (stereo unspecified)	-5	-15
Cc1ccc(CNc2nnc(-c3nc(C4CC4)no3)c3ccccc23)cc1	1	13
CC(=O)Oc1ccc2c(c1)Oc1cc(OC(C)=O)ccc1C21OC(=O)c2ccccc21	6	87*
CS(=O)(=O)N(CC(=O)Nc1ccccc1Cl)c1cccc(Br)c1	-2	-4
COc1ccc(OCCCOc2cccc(C=O)c2)cc1	-7	-35
Cc1ccc(CS(=O)(=O)Cc2ccc(C(=O)O)o2)cc1	-5	-3

Copied from the list.
Cc1noc(C2(NS(=O)(=O)c3ccc(C#N)cc3)CCCCC2)n1 @ mHTT-CaM PPI inh = -15
CCCN1CCN(C(=O)C2CCc3sc(C(=O)N4CCCCC4)cc3C2)CC1 (stereo unspecified) @ Pf apPOL inh = -7
Cc1cccc(-n2nc(NC(=O)COc3ccccc3)cc2C)c1 @ mHTT-CaM PPI inh = 5

Next results follow.
SMILES	Pf apPOL inh	mHTT-CaM PPI inh
CC(=O)N1c2ccc(S(=O)(=O)Nc3ccc(Br)cc3C)cc2CC1C (stereo unspecified)	8	6
O=C(NCC1COc2ccccc2O1)c1ccccc1 (stereo unspecified)	-4	-3
CN1N=C(C(=O)O)CCC1=O	·	-3
CC(C)c1nnc2ccc(N3CCCC3)nn12	-7	-3
Cc1ccc(C(=O)N2CCCC(c3nncn3-c3ccccc3)C2)cc1 (stereo unspecified)	0	1
Cc1ccc(-c2nc3cc(Cl)ccc3o2)cc1[N+](=O)[O-]	-6	0
CCC(=O)Nc1ccccc1Oc1c(F)c(F)c(Oc2ccccc2NC(=O)CC)c(F)c1F	-2	0
CC(C)C(=O)N1CCCC(c2nc(CCNC(=O)C3CC3)cs2)C1 (stereo unspecified)	-2	-2
Cc1cc(-c2nc(-c3ccnn3S(=O)(=O)c3cccc(C(F)(F)F)c3)cs2)no1	3	·
O=C(NCc1ccc(F)cc1)c1cc2sccc2n1CC1CCCCO1 (stereo unspecified)	27	23
CCCc1ccc(-c2ccc(/C=C/C(=O)O)cc2)nc1	4	-5
CN(CCOC(=O)c1cc2ccccc2o1)C1CN(Cc2cn(Cc3ccccc3Cl)nn2)S(=O)(=O)C1 (stereo unspecified)	-8	6
O=C(CSc1nnc(-c2ccco2)n1-c1ccccc1)NCC1CCCO1 (stereo unspecified)	0	-4
O=C(NCc1ccccc1)c1n[nH]c2c1CN(C(=O)Cc1ccccc1F)CC2	-5	5
CCCCc1ccc(NC(=O)c2ccccc2C)cc1	2	-26
COc1ccc(C(C)=O)cc1CON=C1CSCc2ccccc21	3	·
COc1ccc2oc(=O)c(C(=O)OC3CCCCC3)cc2c1	-5	-6
O=C(C1CCCC1)N1CCCC(c2ccnc(-c3ccccc3)n2)C1 (stereo unspecified)	-4	6

Filtered by structure: those above with a nitro group on carbon
SMILES	Pf apPOL inh	mHTT-CaM PPI inh
COc1ccc(C2N3CC4([N+](=O)[O-])CN2CC([N+](=O)[O-])(C3)C4(C)C)cc1 (stereo unspecified)	-84	3
CC1(C)CC2CC(C)(CN2c2ccc(N3C(=O)CCCC3=O)cc2[N+](=O)[O-])C1 (stereo unspecified)	-20	12
CCN1CCN(C(C(=O)NC2CCCC2)c2cc3c(cc2[N+](=O)[O-])OCO3)CC1 (stereo unspecified)	-1	3
Cc1ccc(-c2nc3cc(Cl)ccc3o2)cc1[N+](=O)[O-]	-6	0
